Screening data deposited in PubChem BioAssay by Sanford-Burnham Center for Chemical Genomics.
VHR inh color = inhibitors of human VHR1 phosphatase (DUSP3); P51452; recombinant VHR phosphatase, colorimetric substrate read-out; inhibition, % at 20 µM; hit rate 0.7% among 50,000; in the data active means inhibition above about 60%; further: some results filed as inactive read as strong as hits
Target sequence (P51452 whole entry, looked up): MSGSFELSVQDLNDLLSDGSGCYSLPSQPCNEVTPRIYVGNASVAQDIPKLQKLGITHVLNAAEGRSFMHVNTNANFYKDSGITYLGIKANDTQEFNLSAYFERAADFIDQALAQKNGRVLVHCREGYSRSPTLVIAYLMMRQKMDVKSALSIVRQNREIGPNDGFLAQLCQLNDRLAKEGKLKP
Numbers without * were called inactive.

SMILES	VHR inh color
Cc1n(N)c2ccccc2[n+]1C	-19.5
O=C(NCCCN1CCOCC1)c1ccc(Cl)cc1	-42.6
C/C(=N/NC(=O)c1cncc(Br)c1)c1ccc2ccccc2c1	1.1
COC(=O)C1=C(C)NC2=C(C(=O)c3ccccc32)C1c1cccs1 (stereo unspecified)	-0.6
O=C(Nc1ccccc1)Nc1ccc(NC(=O)Nc2ccccc2)cc1	-36.7

For reference, 2 of the compounds above:
SMILES	VHR inh color
O=C(NCCCN1CCOCC1)c1ccc(Cl)cc1	-42.6
C/C(=N/NC(=O)c1cncc(Br)c1)c1ccc2ccccc2c1	1.1

Copied from the list.
VHR inh color with O=C(Nc1ccccc1)Nc1ccc(NC(=O)Nc2ccccc2)cc1 → -36.7
VHR inh color with C/C(=N/NC(=O)c1cncc(Br)c1)c1ccc2ccccc2c1 → 1.1

This is a subset; rates above refer to the full screens.
